# Bioassay records deposited in PubChem BioAssay by National Center for Advancing Translational Sciences (NCATS).
# DT40 TDP1 no CPT: qHTS for Inhibitors of human tyrosyl-DNA phosphodiesterase 1 (TDP1): qHTS in cells in absence of CPT. DT40 Tdp1-/- hTDP1 cells, no CPT, ATP luminescence, 48 h. Potency, µM (highest dose often 46.2 µM), for the others: top-dose activity change, negative = growth inhibition, most hits filed as inhibitors. 420,000 tested, 15% active; active = well fitted inhibition curve with a large enough effect; inconclusive = small, poorly fitted or top-dose-only effect; note: nearly all actives have a fitted effect of over 55% in size
#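 DT40 Tdp1-/-;hTDP1 cells, no CPT (DMSO vehicle only), 400 cells/well; compounds pin-transferred; ≥48 hr, 37 °C; CellTiter-Glo 30 min RT dark, luminescence read.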
# * hit, by the source's call; ? = inconclusive. % is set by controls: 0 for no effect and ±100 for the full control effect; potency is the fitted concentration of half-maximal effect. These rows are one share of the data; count on the stated rates, not on these rows.
# A first look, five compounds:
smiles,DT40 TDP1 no CPT
CCCCc1ccc(S(=O)(=O)NC(=O)C2(C)CCN2C(=O)CCc2cccs2)cc1 (configuration not stated),-14%
CC1(C)CC(=O)C2=C(C1)OC1=C(C(=O)CC(C)(C)C1)C2c1cccc([N+](=O)[O-])c1,16µM*
O=C(NCC(=O)N1CCC(Cc2ccccc2)CC1)c1ccccc1F,21µM*
CC(C)(C)S(=O)(=O)N1Cc2ccc(CO)cc2[C@@H]1CCO,-3%
COc1ccc(Cc2c(-c3ccc(F)cc3)nc3cc(C)c(Br)c(C)n23)c(C)c1,18µM*

# Main list, previewed entries included:
smiles,DT40 TDP1 no CPT
CCCCc1ccc(S(=O)(=O)NC(=O)C2(C)CCN2C(=O)CCc2cccs2)cc1 (configuration not stated),-14%
CC1(C)CC(=O)C2=C(C1)OC1=C(C(=O)CC(C)(C)C1)C2c1cccc([N+](=O)[O-])c1,16µM*
O=C(NCC(=O)N1CCC(Cc2ccccc2)CC1)c1ccccc1F,21µM*
CC(C)(C)S(=O)(=O)N1Cc2ccc(CO)cc2[C@@H]1CCO,-3%
COc1ccc(Cc2c(-c3ccc(F)cc3)nc3cc(C)c(Br)c(C)n23)c(C)c1,18µM*
O=C(c1ccc([N+](=O)[O-])cc1Cl)N1CCN(Cc2ccccc2)CC1,-21%
COc1ccccc1C(=O)N1CCN(C(=O)[C@H]2O[C@@H](n3ccc(=O)[nH]c3=O)[C@H](O)[C@@H]2O)CC1,-9%
COC(=O)[C@]12CCCCC=C1N(Cc1ccc3c(c1)OCO3)C(=O)[C@H](CC(=O)N1CCCCC1)C2,?
CC1CCN(Cc2nc3c(c(=O)n(C)c(=O)n3C)n2CCc2ccccc2)CC1,?
COc1ccc(C=CC(=O)c2ccc3cc(OC)c(OC)cc3c2)cc1OC,5.8µM*
CC(C)(C)n1nnnc1C(c1cc2ccccc2o1)N(Cc1ccccc1)Cc1ccccc1 (configuration not stated),?
CC(=O)c1cccc(-c2ccnc3c2CC(C(=O)NCCC(F)(F)F)O3)c1 (configuration not stated),?
c1ccc(-c2csc3ncnc(Sc4nnnn4-c4ccccc4)c23)cc1,10µM*
O=C(O)CC1(CC(=O)Nc2nccs2)CCCCC1,-11%
O=C(O)c1cc(N2CCCC2)ccn1,2%
Cn1c(NCCN2CCCC2)nc2cc(-c3cccc(C(F)(F)F)c3)sc2c1=O,?
COc1cc2oc(=O)cc(CN3CCOCC3)c2cc1Cl,-14%
O=C1C[C@@H](c2ccccc2)Oc2cc(O)cc(O)c21,-16%
CCOC(=O)Cn1ccc2cc(S(=O)(=O)N3CCCC3)ccc21,-1%
O=C(NCC1CC1)c1ccc2c3n(nc2c1)-c1ccc(Cl)cc1CO3,?
O=C(OCc1cn([C@H]2CN(C(=O)C3CCCCC3)[C@@H](c3ccccc3)C[C@@H]2O)nn1)c1ccccc1,21µM*
CCCCN1CCCCC1(C)C(=O)NCc1ccc2c(c1)OCO2 (configuration not stated),?
N#Cc1c(C(F)(F)F)cc(-c2cccs2)nc1SCC(=O)Nc1ccc(Cl)cc1,?
O=C(NCc1ccc(F)cc1)C1CCN(S(=O)(=O)c2ccc(N3CCCC3=O)cc2)CC1,16µM*
CCCCCCCCCN(CCCCCCCCC)c1ccc(/C=C/c2ccnc3ccccc23)cc1,5%
O=CNc1c(Br)cc2c(c1Br)Cc1cc(Br)ccc1-2,-10%
COc1cc(-c2cnc3c(NC=O)cc(-c4cccnc4)cn23)cc(OC)c1OC,2.9µM*
O=c1cc(-c2ccco2)oc2ccccc12,-25%
O=[N+]([O-])c1ccc(NC2CCCCC2)nc1,-9%
Cc1ccc(C(=O)NCC(c2ccc(F)cc2)N2CCOCC2)cc1S(=O)(=O)N1CCOCC1 (configuration not stated),-15%
Nc1nc2c(ncn2[C@@H]2O[C@H](CNS(=O)(=O)c3cccnc3)[C@@H](O)[C@H]2O)c(=O)[nH]1,26%
C=CCOc1cccc(C2C(C(=O)c3ccc(C)o3)=C(O)C(=O)N2CCN2CCOCC2)c1 (configuration not stated),?
COc1ccc(CCC(=O)N/N=C/c2ccc3c(c2)OCO3)cc1,-6%
CC(=O)c1nn(-c2ccc(Cl)cc2)cc1C(=O)c1ccc(C)cc1,?
Nc1sccc1C(=O)NCCN1CCOCC1,-16%
O=C(Nc1ccc2oc(-c3ccncc3)nc2c1)c1ccccc1Cl,?
CCc1nc(SCc2nnc(-c3ccc(C)cc3)o2)c2c(C)c(C)sc2n1,-10%
COc1ccc(OC(=O)N(C)C[C@@H]2OCc3cn(nn3)CCCC(=O)N([C@@H](C)CO)C[C@H]2C)cc1,-15%
CC(=O)N1CCN(C(=O)c2cc3c(s2)CCCC3)CC1,2%
Nc1nccc(SCc2ccccc2)n1,10%
N#Cc1cnn(-c2ccc([N+](=O)[O-])cc2[N+](=O)[O-])c1N,18µM*
COC(=O)[C@@]12C[C@@H](CC(=O)NCc3cccs3)C(=O)N(Cc3ccc4c(c3)OCO4)C1=CCC(C)(C)C2,?
Cc1ccc(-c2cnc3c(Nc4cccc(OC(F)(F)C(F)F)c4)nccn23)cc1,16µM*
Cc1[nH]c(=O)n(C(C)C)c(=O)c1Br,-11%
CN(C)c1ccc(CN2CCC(C(=O)NC(c3ccc(Cl)cc3)c3cnccn3)CC2)cc1 (configuration not stated),16µM*
COc1ccc(CN2C[C@H]3CON(C)[C@H]3C[C@H]2c2ccc(-c3ccccc3)cc2)cc1,?
COC(=O)C1=C(N)Oc2cc(C)n(Cc3ccncc3)c(=O)c2C1c1cccnc1 (configuration not stated),-8%
O=C1[C@H]2[C@H](C=CC[C@H]2C(=O)N2CCN(c3ccccc3)CC2)CCN1Cc1ccc(Cl)c(Cl)c1,18µM*
CNc1cncc(-c2ccc(F)cc2F)n1,-26%
COc1ccc(C(CNC(=O)CCNS(=O)(=O)c2ccccc2C(F)(F)F)N2CCOCC2)cc1 (configuration not stated),-8%

# Reformatted field by field: part of the list above
structure: COc1ccc(OC(=O)N(C)C[C@@H]2OCc3cn(nn3)CCCC(=O)N([C@@H](C)CO)C[C@H]2C)cc1
  DT40 TDP1 no CPT = -15%

structure: O=C(Nc1ccc2oc(-c3ccncc3)nc2c1)c1ccccc1Cl
  DT40 TDP1 no CPT = ?

# Carrying on:
smiles,DT40 TDP1 no CPT
CCc1ccc(CCC(=O)N2CCN(S(=O)(=O)c3ccc(Br)cc3)CC2)cc1,18µM*
O=C(NCCNC(=O)c1cccnc1)c1cccnc1,-5%
O=C(Nc1nccs1)OCc1ccccc1,8%
Cc1ccc2c(CN3CCN(c4ccccc4F)CC3)cc(=O)oc2c1,?
S=C1SCCCN1Cc1ccc(Cl)cc1,?
Cc1ccc(CN2C[C@@H](Sc3nc(C)cc(C)n3)C[C@H]2C(=O)N2CCN(c3ccccc3F)CC2)cc1,?
Cc1noc(/C=C/N(C)C)c1S(=O)(=O)N1CCCC(C(=O)N2CCc3ccccc32)C1 (configuration not stated),-9%
CCOc1ccc(Cl)cc1-c1cc(C(=O)Nc2ccc(OC)cc2OC)[nH]n1,18µM*
CC(=O)C[C@H]1c2cc(F)ccc2S(=O)(=O)N1c1ccc(N(C)C)cc1,13µM*
COC(=O)[C@@]12C[C@@H](CC(=O)NCc3ccc(C)o3)C(=O)N(Cc3ccc4c(c3)OCO4)C1=CCC(C)(C)C2,12µM*
CC(=O)N1CCc2cc([N+](=O)[O-])ccc21,-3%
Cc1ccc(Cc2c(-c3ccc(C#N)cc3)nc3c(C)cc(Br)cn23)cc1,?
O=[N+]([O-])c1ccc(NN=C2CCCCC2)c([N+](=O)[O-])c1,?
O=C(OCc1ccccc1)N1CCC2CC1c1cc(N3CCOCC3)ccc12 (configuration not stated),?
O=C(Nc1ccccc1-c1nnn(CC(=O)N2CCCc3ccccc32)n1)c1cccc(Cl)c1,?
COC(=O)[C@H]1C[C@@]2(O)CN(S(=O)(=O)c3ccc(C)cc3)C[C@@]2(OC(=O)NCc2ccccc2)C[C@H]1C(=O)OC,?
CCOC(=O)C1(C)NC(c2ccc(OC)c(OC)c2)C2C(=O)N(c3cccc(C(C)=O)c3)C(=O)C21 (configuration not stated),-28%
CCCCN(C)c1c(C)nc2ccc(C(=O)NCCOc3ccc(OC)cc3)cn12,18µM*
CCOC(=O)[C@]12CCCC=C1N(Cc1cccc3ccccc13)C(=O)[C@H](CC(=O)NCCCOC)C2,?
CCCCCCCCNS(=O)(=O)CCNCc1ccc(OC)cc1,?
CCOC(=O)c1ccc(NC(=O)c2ncn3c2C(=O)N[C@H](C)C3)cc1,-28%
NC(=S)c1ccc(OCCCc2ccccc2)cc1,?
COc1cccc(-c2c(-c3ccccc3OC)ncn2Cc2cccc(-c3ccccc3)c2)c1,12µM*
CC(C)c1ccc(NS(=O)(=O)c2ccc3[nH]cc(C(=O)NC4CCCCC4)c(=O)c3c2)cc1,?
O=C(C[C@H]1C(=O)N(c2ccc(Br)cc2)C[C@@H]1Cc1ccccc1)Nc1ccccc1,?

# Part of the list above, with each value named:
> COc1ccccc1C(=O)N1CCN(C(=O)[C@H]2O[C@@H](n3ccc(=O)[nH]c3=O)[C@H](O)[C@@H]2O)CC1
- DT40 TDP1 no CPT: -9%
> COC(=O)[C@]12CCCCC=C1N(Cc1ccc3c(c1)OCO3)C(=O)[C@H](CC(=O)N1CCCCC1)C2
- DT40 TDP1 no CPT: ?
> CC1CCN(Cc2nc3c(c(=O)n(C)c(=O)n3C)n2CCc2ccccc2)CC1
- DT40 TDP1 no CPT: ?

# Other compounds follow.
smiles,DT40 TDP1 no CPT
O=C(CSC1=NCCS1)N1N=C(c2cccs2)CC1c1ccc(F)cc1 (configuration not stated),?
C[C@H](CO)N1C[C@H](C)[C@@H](CN(C)Cc2ccncc2)OCCCC[C@H](C)Oc2ccc(NC(=O)CCCN(C)C)cc2C1=O,-5%
Nc1nc(N)c(N=O)c(Nc2cccc(Cl)c2)n1,10µM*
CCc1ccc(C(O)c2ncc(-c3ccccc3Cl)[nH]2)cc1 (configuration not stated),-25%
Cc1cc(O)ccc1-c1cc(C(=O)NCc2cc(C(F)(F)F)cc(C(F)(F)F)c2)[nH]n1,?
O=[N+]([O-])c1cc(C=NN2CCCCCC2)ccc1Cl,?
CCCS(=O)(=O)NCc1c(C)ncc2c1CCN(C(=O)c1ccc3[nH]c4c(c3c1)CCCC4)C2,?
O=C1CSc2ccccc2N1,-18%
O=C(O)c1ccc(CN2C[C@@H](CO)O[C@@H](n3cnc4c(NCc5ccc(F)cc5)ncnc43)C2)cc1,2%
Cc1ccc(C(=O)COC(=O)CCC(=O)Nc2ccc(Oc3cc(C)ccc3C(C)C)cc2)cc1,?
COc1ccc(F)c(CN2CCC3(CCC(CNC(=O)c4ccn(C)n4)O3)CC2)c1 (configuration not stated),-15%
COc1cccc(-c2cc(N3CCN(C(=O)c4ccoc4)CC3)n3nc(-c4cccc(Cl)c4)cc3n2)c1,8.2µM*
CCC1(C2CCN(Cc3ccccn3)CC2)NC(=O)N(CC2COc3ccccc3O2)C1=O (configuration not stated),-7%
Cc1ccc(S(=O)(=O)N2CCN(c3nc(-c4cccs4)nc4nc[nH]c34)CC2)cc1,?
CC(C)Oc1cccc(NC(=O)C2(C)CCCN(C)C2)c1 (configuration not stated),1%
Nc1ccc2[nH]c(=S)[nH]c2c1,-9%
COCc1c(C(=O)NC2CCCC2)cnn1-c1nccc(-c2cccs2)n1,-26%
CC1(C(=O)NS(=O)(=O)c2cccc(C#N)c2)CCN1C(=O)c1ccco1 (configuration not stated),1%
O=C(NCc1ccccc1)/C(=C\c1cccc([N+](=O)[O-])c1)NC(=O)c1ccco1,4%
COc1ccc(/C(C)=N/Nc2nc(C)cc(-c3ccccc3)n2)cc1,4.6µM*
COc1ccc(-c2csc(C(O)c3ccc(OC)cc3)n2)cc1 (configuration not stated),?
CC1(C(=O)Nc2ccc3c(c2)OCO3)CCN1C(=O)C1(c2ccc(Cl)cc2)CC1 (configuration not stated),?
COc1ccccc1CNC(=O)Nc1nc(C(N)Cc2ccc(Cl)cc2)cs1 (configuration not stated),?
COC(=O)[C@H]1C[C@@]2(O)CN(S(=O)(=O)c3ccc(C)cc3)C[C@@]2(OC(=O)NC2CC2)C[C@H]1C(=O)OC,-27%
COc1ccc(NC(=O)c2cc(-c3cc(Cl)ccc3C)n[nH]2)cn1,?
Nc1cccc(Oc2ccc3c(c2)C(=O)N(CCO)C3=O)c1,-28%
S=c1[nH]nc(-c2ccco2)n1-c1ccc(Br)cc1,-3%
COc1ccc(C(=O)Nc2ccc(O)c3ccccc23)cc1,26µM*
CN(C=O)c1ccc(CSc2ccccc2)cc1,-25%
CCN(CC)C(=O)C1=C(C)N(Cc2ccc(C(C)(C)C)cc2)C(=O)C(CC(=O)NC2CCCCC2)C1 (configuration not stated),12µM*
Cn1c2c(c(=O)n(C)c1=O)CS(=O)c1ccccc1N2 (configuration not stated),1%
C#CCN1CCc2onc(-c3ccc(Br)cc3)c2C1=O,-22%
CCCc1cc(-n2ccnc2C)n2c(nc3ccccc32)c1C#N,-22%
O=c1[nH]/c(=C\c2ccc([N+](=O)[O-])cc2)c(=O)[nH]/c1=C\c1ccc([N+](=O)[O-])cc1,-30%
COc1ccc(C=NNC(=O)CCCC(=O)NN=Cc2ccc(OC)c(O)c2)cc1O,-4%
